# Screens from PubChem BioAssay.
# D1 antag – Antagonist of Human D 1 Dopamine Receptor: qHTS; D(1A) dopamine receptor (Homo sapiens), P21728; HEK293 TREx D1 cells, calcium flux, dopamine EC80; stronger effect = lower value; activity change, negative = inhibition, % at 10 µM; 3.2% of 360,000 active; in the data active = activity change below about -30%; note: % is set by controls: 0 for no effect and ±100 for the full control effect
# Target sequence (P21728 whole entry, looked up): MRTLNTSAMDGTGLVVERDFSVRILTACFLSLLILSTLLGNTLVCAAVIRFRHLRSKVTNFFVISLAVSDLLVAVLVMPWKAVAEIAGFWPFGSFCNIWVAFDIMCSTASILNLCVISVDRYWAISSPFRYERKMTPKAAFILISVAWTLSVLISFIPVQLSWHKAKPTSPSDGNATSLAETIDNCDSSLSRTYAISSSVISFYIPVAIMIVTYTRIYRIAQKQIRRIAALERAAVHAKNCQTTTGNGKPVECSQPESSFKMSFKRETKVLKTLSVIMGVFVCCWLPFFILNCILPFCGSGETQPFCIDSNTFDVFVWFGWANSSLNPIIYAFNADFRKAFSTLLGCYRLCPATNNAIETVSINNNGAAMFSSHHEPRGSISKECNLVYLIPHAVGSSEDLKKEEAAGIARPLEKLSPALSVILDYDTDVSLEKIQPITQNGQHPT
#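 Compound effects on dopamine-evoked calcium signalling were measured in tetracycline-induced HEK293 Trex D1 cells. Dopamine at EC80 followed a 180 s compound pre-read, and fluorescence was tracked kinetically for 180 s more.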
# D1 PAM – Potentiators of Human D1 Dopamine Receptor: qHTS; D(1A) dopamine receptor (Homo sapiens), P21728; HEK293 TREx D1 cells, calcium flux, dopamine EC20 potentiation; potentiation, % at 10 µM; 0.036% of 360,000 active; in the data active = potentiation above about 30%; note: 0% is about no effect
# LDHA block – qHTS assay for inhibitors of human lactate dehydrogenase | purified LDHA, NADH/diaphorase-resazurin fluorescence; stronger effect = lower value | activity change, % (values are at about 110 or 230 µM) | 0.15% of 480,000 active; in the data active = activity change below about -30%; inconclusive = mostly about -25% to -30%;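 note: plate controls were DMSO wells for no effect and wells without enzyme for full effect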
#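 Remaining NADH was detected by diaphorase (0.133 mg/mL) converting 37 µM resazurin to fluorescent resorufin, read at 0 and 20 minutes. The preceding 5-minute room-temperature reaction used 2 nM LDHA, 0.2 mM sodium pyruvate and 0.06 mM NADH at pH 7.4.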
# Vif-A3G inh – qHTS for Inhibitors of Vif-A3G Interactions: qHTS. HeLa A3G-eYFP + Vif (tagged APOBEC3G with the HIV-1 protein that degrades it), YFP fluorescence, overnight. Potency, µM (titrated, usually from 46.1 µM), for inactives: at the highest dose activity, negative = active, usual class: inhibitors. 0.076% of 410,000 active. AID 602310, 2012. DNA dC->dU-editing enzyme APOBEC-3G (Homo sapiens), Q9HC16;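 note: potency is the fitted concentration of half-maximal effect; % is set by controls: 0 for no effect and ±100 for the full control effect; nearly all actives have a fitted effect of over 60% in size; hits raise eYFP signal because A3G escapes Vif-driven loss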
#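 Read-out is eYFP fluorescence (Ex 488/Em 500-530) from Vif-expressing HeLa A3G-eYFP cells; more signal means A3G escaped Vif-mediated degradation. Cells plated overnight, compound pinned in, incubated overnight at 37 deg C.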
# D2 PAM – HTS Assay for Positive Allosteric Modulators of the Human D2 Dopamine Receptor: Primary Screen for Potentiators; D(2) dopamine receptor (Homo sapiens), P14416; HEK293 T-REx D2, calcium flux, EC20 dopamine potentiation; potentiation, % at 10 µM; 0.34% of 340,000 active;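 active = potentiation over 3 SD above the plate norm, cut at about 30% in these data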; note: 0% is about no effect
# Target sequence (P14416 whole entry, looked up): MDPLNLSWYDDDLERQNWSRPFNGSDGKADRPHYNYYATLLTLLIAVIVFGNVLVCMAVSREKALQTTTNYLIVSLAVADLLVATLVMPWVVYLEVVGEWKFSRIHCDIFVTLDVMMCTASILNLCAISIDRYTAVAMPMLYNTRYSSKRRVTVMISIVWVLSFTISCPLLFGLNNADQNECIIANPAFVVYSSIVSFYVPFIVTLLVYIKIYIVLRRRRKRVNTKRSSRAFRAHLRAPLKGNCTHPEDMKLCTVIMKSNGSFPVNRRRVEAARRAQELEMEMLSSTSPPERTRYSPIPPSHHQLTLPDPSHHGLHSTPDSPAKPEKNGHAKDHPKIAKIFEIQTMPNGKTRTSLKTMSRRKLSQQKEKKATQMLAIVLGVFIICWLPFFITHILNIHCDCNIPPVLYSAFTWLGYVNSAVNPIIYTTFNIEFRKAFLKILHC
#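 Tetracycline-induced Hek293 Trex D2 cells, force-coupled to calcium, loaded with no-wash calcium dye. Compound added with 180 s kinetic read for agonism, then EC20 dopamine and a further 180 s read for potentiation.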
# Glioma ERSR ind – qHTS for Inducers of the Endoplasmic Reticulum Stress Response (ERSR) in Human Glioma: qHTS; Potency, µM, without a hit: at the highest dose activation, most hits filed as activators; U87-MG GRP78 promoter luciferase reporter, 16 h; 0.02% of 420,000 active; note: potency is the fitted concentration of half-maximal effect; series mostly up to about 76 µM; % of control where 0% means no effect; nearly all actives have a fitted effect of over 35% in size
#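 ERSR induction read as luciferase luminescence (Bright-Glo, 10 min at room temperature) in stably transfected human U87-MG glioma cells exposed to compounds for 16 h, using GRP78 as sensor.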
# RXFP1 agonist – qHTS Assay for Agonists of the Relaxin Receptor RXFP1. Relaxin receptor 1 (Homo sapiens), Q9HBX9. HEK293T-RXFP1 cAMP TR-FRET, 30 min; response scale: percent of porcine relaxin response, buffer zero. Potency, µM (titrated, usually from 57.5 µM), inactives show at the top dose activation, hits mostly activators. 0.3% of 370,000 active; note: potency is the fitted concentration of half-maximal effect; % is set by controls: 0 for no effect and ±100 for the full control effect; nearly all actives have a fitted effect of over 60% in size; many of its hits are not listed in these tables
#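 Agonist response is measured as cAMP accumulation in an RXFP1-transfected HEK293T line under PDE4 inhibition. Values are scaled between buffer-only and 29 nM porcine relaxin, and EC50s come from standard Hill equation fits.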
# D1 ag – Allosteric Agonists of the Human D1 Dopamine Receptor: qHTS. HEK293 T-REx D1 cells, calcium flux, agonist mode. activation, % at 2 µM. 1% of 360,000 active. AID 504660, 2011; in the data active = activation above about 30%; note: 0% is about no effect
#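 Agonism was scored from calcium flux recorded over 180 s (1 read/s) after pintool compound addition, following a 10-cycle baseline. Cells were inducible force-coupled HEK293 TREx D1, plated overnight at 30 C and loaded with no-wash calcium dye.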
# Vif-APOBEC3F blk – qHTS for Inhibitors of Vif-A3F Interactions: qHTS. Potency, µM (highest dose often 46.1 µM), inactives show at the highest dose activity, negative = active. HeLa A3F-eYFP + Vif (tagged APOBEC3F with the HIV-1 protein that degrades it), YFP fluorescence increase. 0.2% of 390,000 active. AID 602313, 2012; note: potency is the fitted concentration of half-maximal effect; % of control where 0% means no effect; nearly all actives have a fitted effect of over 65% in size
#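 HeLa cells stably expressing A3F-eYFP plus Vif, plated and incubated overnight at 37 deg C, then exposed to compounds overnight at 37 deg C. Blocked degradation read as raised yellow fluorescence (Ex 488/Em 500-530).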
# An asterisk follows results filed as active; ? = inconclusive; . = not tested or not shown; & = joins results of further samples. Unless noted, calls come from the whole dose curve; as a rule, active = well fitted curve in the direction sought with a large enough effect; inconclusive = small, poorly fitted or top-dose-only effect, or another doubt; inactive = no such curve, though single readings can be large; an effect the other way counts as inactive or inconclusive. An excerpt; the hit share may differ from the screen's.
entry	molecule	Vif-A3G inh	Vif-APOBEC3F blk	D1 antag	D2 PAM	D1 PAM	D1 ag	Glioma ERSR ind	RXFP1 agonist	LDHA block
1	Cc1ccc(S(=O)(=O)N2CCCC(c3nc(-c4ccc(C)o4)no3)C2)cc1 (centres undefined)	-1%	-8%	7	-9	6	7	-3%	-1.2%	7
2	O=C(C1CCN(S(=O)(=O)c2cnc[nH]2)CC1)N1CCN(c2ccc([N+](=O)[O-])cc2)CC1	2%	4%	-6	8	0	2	-3%	0.0%	-4
3	COc1cc2ccccc2cc1C(=O)NC(=S)Nc1cccc(C(=O)O)c1	-1%	-14%	3	-3	1	0	0%	0.4%	-4
4	COc1ccccc1N(Cc1ccccc1)S(=O)(=O)c1cccc(C(=O)O)c1	1%	-21%	0	-1	-1	3	-4%	0.4%	-9
5	CC(C)(C)Cc1cc(N)on1	0%	-1%	-5	-2	-1	-1	0%	4.5%	-1
6	Cc1cc(C(=O)OCC(=O)NCc2cccs2)c2ccccc2n1	0%	5%	-31*	-3	-1	8	-3%	0.0%	-10
7	Cc1cc(-c2nc(C)c(C(=O)NN)s2)no1	?	-5%	-7	5	-8	0	0%	0.8%	-11
8	Brc1ccc(-c2cc3c(N4CCN(c5ccccc5)CC4)nccn3n2)cc1	5%	-17%	11	-8	2	2	0%	0.5%	-1
9	Cc1ccc(N2C(=O)CCC2(C(N)=O)c2ccccc2)cc1 (centres undefined)	1%	0%	-6	0	-6	-1	-3%	0.0%	0
10	O=C1Nc2ccc(Cl)cc2C12OCCCO2	-6%	-8%	2	-4	0	4	-4%	2.8%	-6
11	CC(=O)Nc1ccc(NC(=O)COC(=O)/C=C/c2ccc3c(c2)OCO3)cc1	1%	-8%	15	3	.	4	1%	1.9%	-3
12	CC(OC(=O)c1cccc(S(=O)(=O)N2CCN(C)CC2)c1)C(=O)Nc1ccc(C(N)=O)cc1 (centres undefined)	-1%	-7%	2	11	7	5	2%	2.4%	-10
13	CCCN(CC(=O)Nc1ccccc1C)C(=O)C1CC(=O)N(c2ccccc2OCC)C1 (centres undefined)	0%	1%	.	.	.	.	-3%	.	-1
14	COc1ccc(NC(=O)CCC(=O)NCCO)cc1	2%	8%	9	-8	-1	3	0%	-1.5%	-5
15	Cc1ccc(NC(=O)C[n+]2cc(-c3ccccc3)n3c2CCC3)c(C)c1	1%	3%	1	-20	1	1	-2%	0.7%	-11

# 3 entries out of the list above, arranged by the number in LDHA block, high to low.
no. | mol | LDHA block
8 | Brc1ccc(-c2cc3c(N4CCN(c5ccccc5)CC4)nccn3n2)cc1 | -1
3 | COc1cc2ccccc2cc1C(=O)NC(=S)Nc1cccc(C(=O)O)c1 | -4
7 | Cc1cc(-c2nc(C)c(C(=O)NN)s2)no1 | -11

# More records:
entry	molecule	Vif-A3G inh	Vif-APOBEC3F blk	D1 antag	D2 PAM	D1 PAM	D1 ag	Glioma ERSR ind	RXFP1 agonist	LDHA block
16	COc1ccc(CC(=O)NNC(=O)c2ccco2)cc1	-1%	8%	-2	4	13	2	-3%	-3.5%	-9
17	O=C(Cn1cc([N+](=O)[O-])ccc1=O)NCc1ccc(Cl)cc1Cl	-3%	-1%	-13	.	5	-1	4%	0.6%	-9
18	COc1cccc(-c2cnc(OC(C)(C)C)nc2OC(C)(C)C)c1	1%	-7%	11	10	7	4	2%	1.6%	-1
19	COCCCN(C(=O)CSCC(=O)Nc1ccc(C)cc1)c1c(N)n(Cc2ccccc2)c(=O)[nH]c1=O	1%	1%	.	.	.	.	-2%	.	-8
20	COc1ccc(CC(=O)NCc2ccc3c(c2)CCN3C(=O)c2cccc(C)c2)cc1	-13%	-1%	6	2	-2	7	-9%	3.8%	-2
21	CC(C)CC(=O)N1CCN(Cc2ccc3c(c2)OCO3)CC1	-4%	1%	7	-24	-5	0	-3%	-0.2%	-11
22	O=C(O)c1cc(N2CCOCC2)nc2ccccc12	0%	8%	9	5	0	4	1%	-0.9%	0
23	O=C1NC(=O)C(Nc2cccc3ccccc23)S1 (centres undefined)	-3%	1%	-10	4	-8	-2	0%	3.7%	10
24	CCn1c2ccccc2c2cc(CN3CCN(Cc4ccccc4C)CC3)ccc21	-2%	?	20	-4	4	1	-5%	2.7%	-14
25	COCc1cc(=O)n2[nH]c(-c3cccc(Br)c3)cc2n1	-7%	2%	-3	17	-4	3	10%	0.5%	0
26	COc1ccc2c(c1)oc(=O)c1cc(OC)ccc12	2%	4%	2	-3	-2	-5	0%	7.4%	-9
27	COc1ccc(N2CC(NC(=O)c3cccs3)CC2=O)cc1OC (centres undefined)	1%	-9%	.	-4	4	2	-4%	4.0%	9&-5
28	O=C(CNC(=O)c1ccccc1)OCc1nnc(-c2ccccc2)o1	2%	-8%	0	9	1	1	2%	0.5%	-2
29	CC(=O)COc1cc(C)cc2oc(=O)cc(-c3ccccc3)c12	0%	-6%	-1	-1	3	1	-4%	0.6%	0
30	CCCCNC(=S)N(Cc1c(C)noc1C)c1ccccc1	-1%	7%	-7	-6	-12	2	-3%	-0.6%	-10

# The final seven records of the part before come first, to join the parts:
entry	molecule	Vif-A3G inh	Vif-APOBEC3F blk	D1 antag	D2 PAM	D1 PAM	D1 ag	Glioma ERSR ind	RXFP1 agonist	LDHA block
24	CCn1c2ccccc2c2cc(CN3CCN(Cc4ccccc4C)CC3)ccc21	-2%	?	20	-4	4	1	-5%	2.7%	-14
25	COCc1cc(=O)n2[nH]c(-c3cccc(Br)c3)cc2n1	-7%	2%	-3	17	-4	3	10%	0.5%	0
26	COc1ccc2c(c1)oc(=O)c1cc(OC)ccc12	2%	4%	2	-3	-2	-5	0%	7.4%	-9
27	COc1ccc(N2CC(NC(=O)c3cccs3)CC2=O)cc1OC (centres undefined)	1%	-9%	.	-4	4	2	-4%	4.0%	9&-5
28	O=C(CNC(=O)c1ccccc1)OCc1nnc(-c2ccccc2)o1	2%	-8%	0	9	1	1	2%	0.5%	-2
29	CC(=O)COc1cc(C)cc2oc(=O)cc(-c3ccccc3)c12	0%	-6%	-1	-1	3	1	-4%	0.6%	0
30	CCCCNC(=S)N(Cc1c(C)noc1C)c1ccccc1	-1%	7%	-7	-6	-12	2	-3%	-0.6%	-10
31	Cc1cc(OCC(=O)Nc2cc(C(C)(C)C)on2)ccc1[N+](=O)[O-]	0%	-15%	-1	-8	-8	13	-2%	2.2%	1
32	CCCCn1c(SCC(=O)NC(=O)Cc2ccccc2)nc2ccccc2c1=O	1%	-2%	-10	-9	-10	2	-2%	4.0%	-9
33	O=C(O)CSc1nc(-c2ccccc2)c(-c2ccccc2)[nH]1	4%	-9%	-2	0	-7	-1	-3%	-2.1%	-2
34	COc1ccc(C(C(=O)NCC2CCCO2)N(C(=O)c2snc(C(N)=O)c2N)c2ccccc2)cc1OC (centres undefined)	-1%	15%	1	3	-2	3	2%	2.3%	-3
35	Nc1nc(N)c2cc(S(=O)(=O)c3cccc(C(F)(F)F)c3)ccc2n1	-5%	0%	.	.	.	.	-8%	.	-3
36	COc1ccc(C(=O)OCc2cc(=O)n3ccsc3n2)cc1F	-1%	1%	.	.	.	.	0%	.	-5
37	CCN(CCCNC(=O)c1cc2c(=O)n(CC)c3ccccc3c2s1)c1cccc(C)c1	4%	-4%	-9	-18	-1	3	-1%	13%	6
38	CCOc1ccc2[nH]c3c(NCCCOC)ncnc3c2c1	-11%	4%	-4	.	0	3	2%	13%	-2
39	O=C(NCc1ccco1)c1cc(-c2ccccc2)c(N2CCOCC2)s1	-2%	1%	6	-10	-5	1	-12%	0.0%	-4
40	Cc1nc2sccn2c(=O)c1S(=O)(=O)N1CCN(c2cccc(Cl)c2)CC1	2%	0%	16	7	-9	0	-3%	8.3%	-10
41	COc1ccc(Cl)cc1NC(=O)C(C)Sc1nc2c(c(=O)[nH]1)CCCC2 (centres undefined)	.	.	13	-3	-1	3	.	-1.8%	-10
42	Cc1ccc(S(=O)(=O)NCC(=O)OCN2C(=O)c3ccccc3C2=O)cc1	-3%	-11%	-15	0	14	0	-6%	0.6%	-2
43	COc1cccc(NC(=O)CN(C)C(=O)c2cc(C)oc2C)c1	-2%	-1%	-9	-10	-5	4	2%	1.9%	-1
44	COc1cc(NC(=O)c2nc3ccccc3nc2C)cc(OC)c1OC	-5%	-2%	-1	19	3	1	-1%	1.5%	-2
45	Cc1ccc(-c2csc3nc(CSc4nnc(-c5ccc(Cl)cc5)n4C)[nH]c(=O)c23)cc1	-2%	7%	1	1	1	2	1%	-0.3%	1

entry	molecule	Vif-A3G inh	Vif-APOBEC3F blk	D1 antag	D2 PAM	D1 PAM	D1 ag	Glioma ERSR ind	RXFP1 agonist	LDHA block
46	CCOc1c(N2CCCCC2)c(=O)c1=O	4%	2%	-5	4	0	1	-3%	0.5%	-4
47	CCOc1[nH]c(/N=C/c2ccco2)c(C#N)c1C#N	2%&2%	-16%	-4	2	-2	4	8%&-1%	-0.9%	-2&2
48	CCOC(=O)c1sc2nc(C)nc(SCC(=O)NC(C)CCc3ccccc3)c2c1C (centres undefined)	-2%	-15%	10	4	1	2	4%	14%	-1
49	CCCn1c(NCc2cc(OC)ccc2OC)nc2ccccc21	-1%	-3%	-24	-3	3	13	12%	0.0%	-4
50	COc1ccc(CNC(=O)CN2CCC(n3nnc4cc(F)ccc43)CC2)cc1	0%	-14%	-1	-17	-3	0	-3%	3.3%	-4
51	CCCCOC(=O)c1c(C)oc2ccc(NS(=O)(=O)c3ccc(F)cc3C)cc12	-10%	4%	-10	-5	-5	5	-6%	5.3%	4
